Screening data deposited in PubChem BioAssay by The Scripps Research Institute Molecular Screening Center.
PAFAH1B3 inh: inhibitors of human PAFAH1B3; recombinant PAFAH1B3, FP-rhodamine probe, fluorescence polarization; inhibition, % at 3.39 µM; hit rate 0.28% among 340,000;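 active = inhibition above the screen-wide average of all tested compounds plus 3 SD, cut at about 25% in these data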;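 note: 0% = enzyme with DMSO only and 100% = wells lacking PAFAH1B3 protein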
Target sequence (Q15102 whole entry, looked up): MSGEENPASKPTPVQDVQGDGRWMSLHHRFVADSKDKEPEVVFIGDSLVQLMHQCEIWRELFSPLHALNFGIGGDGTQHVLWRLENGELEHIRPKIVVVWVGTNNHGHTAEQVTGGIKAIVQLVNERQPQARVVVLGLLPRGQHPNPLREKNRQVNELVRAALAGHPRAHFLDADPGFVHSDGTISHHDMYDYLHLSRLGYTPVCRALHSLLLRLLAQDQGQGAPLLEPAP
EBNA-1 inh: blocks EBNA-1 binding to DNA. EBNA-1 DNA binding, fluorescence polarization. inhibition, % at 14.8 µM. hit rate 0.34% among 300,000. AID 1950; in the data active = inhibition above about 28%
PAFAH2 inh: PAFAH2 (human) inhibition. recombinant PAFAH2, FP-rhodamine activity probe, fluorescence polarization. inhibition, % at 3.39 µM. AID 492956. hit rate 0.99% among 340,000;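 active = inhibition above the mean over all tested compounds plus 3 SD, cut at about 30% in these data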;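 note: inhibitors block probe labeling of enzyme so polarization drops; 0% = enzyme with DMSO and 100% = wells lacking PAFAH2 protein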
ZTA DNA inh: counter-screen for EBNA-1 inhibitors: inhibitors of Epstein-Barr virus ZTA; P03206; ZTA-DNA binding, fluorescence polarization; inhibition, % at 11 µM; hit rate 0.15% among 320,000; in the data active = inhibition above about 33%
Target sequence (P03206 whole entry, looked up): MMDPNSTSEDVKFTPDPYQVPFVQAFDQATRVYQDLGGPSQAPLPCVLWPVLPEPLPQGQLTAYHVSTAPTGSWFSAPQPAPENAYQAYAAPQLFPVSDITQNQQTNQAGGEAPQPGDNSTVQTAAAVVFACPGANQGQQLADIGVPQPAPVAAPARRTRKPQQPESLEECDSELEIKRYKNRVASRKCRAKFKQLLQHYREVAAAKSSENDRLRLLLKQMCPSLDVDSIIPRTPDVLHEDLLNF
LYPLA2 counter: counter-screen for PME1 inhibitors: inhibitors of human LYPLA2; hit rate 0.38% among 320,000; recombinant LYPLA2, FP-Rh probe fluorescence polarization; O95372; AID 2177; inhibition, % at 5.9 µM;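 active = inhibition above the screen-wide mean plus 3 SD, limit set per campaign, cut at about 26% in these data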;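 note: 0% = LYPLA2 with DMSO and 100% = wells lacking LYPLA2 enzyme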
GSTO1 counter: GSTO1 inhibition, counter-screen for RBBP9 inhibitors | hit rate 1.1% among 300,000 | AID 1974 | inhibition, % at 5.96 µM | recombinant GSTO1, activity-based probe fluorescence polarization;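 active = inhibition above the campaign mean inhibition plus 3 SD, cut at about 35% in these data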;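 note: 0% = GSTO1-1 with DMSO and 100% = wells lacking GSTO1-1 enzyme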
Target sequence (P78417 whole entry, looked up): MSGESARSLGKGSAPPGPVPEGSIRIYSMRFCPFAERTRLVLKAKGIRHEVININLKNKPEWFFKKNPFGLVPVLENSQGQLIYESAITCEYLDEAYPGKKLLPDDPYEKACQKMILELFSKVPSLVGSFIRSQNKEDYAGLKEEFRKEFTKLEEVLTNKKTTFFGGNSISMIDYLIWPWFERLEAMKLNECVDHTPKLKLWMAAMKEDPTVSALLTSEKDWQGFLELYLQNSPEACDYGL
PREPL inh: inhibitors of human prolyl oligopeptidase-like enzyme PREPL; recombinant PREPL, fluorescence polarization activity-based probe; inhibition, % at 5.96 µM; Q4J6C6; hit rate 0.68% among 320,000; AID 2751; in the data active = inhibition above about 43%;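 note: 0% = enzyme with DMSO and 100% = wells lacking enzyme; many of its hits are not listed in these tables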
PAD4 inh: blocks human protein arginine deiminase 4 | recombinant PAD4, RCA probe fluorescence polarization | inhibition, % at 6.36 µM | hit rate 0.41% among 330,000 | AID 485272;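 active = percent inhibition above a cutoff equal to the mean of all tested compounds plus 3 SD, cut at about 15% in these data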;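 note: 0% = PAD4 with RCA probe and DMSO and 100% = probe without PAD4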
LYPLA1 inh: LYPLA1 (human) inhibition in PME1 counter-screen; O75608; recombinant LYPLA1, FP-Rh probe fluorescence polarization; inhibition, % at 5.9 µM; hit rate 0.16% among 320,000; AID 2174;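 active = inhibition above the mean of all tested compounds plus 3 SD, set per campaign, cut at about 14% in these data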;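 note: inhibitors block serine hydrolase probe labeling of LYPLA1 so polarization falls; 0% = enzyme with DMSO and 100% = wells lacking LYPLA1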
Target sequence (O75608 whole entry, looked up): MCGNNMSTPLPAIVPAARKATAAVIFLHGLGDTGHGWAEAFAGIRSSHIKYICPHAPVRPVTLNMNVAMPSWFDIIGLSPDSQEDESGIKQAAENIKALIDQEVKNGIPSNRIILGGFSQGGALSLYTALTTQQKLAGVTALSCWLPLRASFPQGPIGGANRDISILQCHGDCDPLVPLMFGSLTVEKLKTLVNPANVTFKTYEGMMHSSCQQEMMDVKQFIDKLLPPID
* marks the source's active call; other numbers are inactive results; nt = not tested or not shown. A portion of the library; rates above refer to the full screens.

SMILES	PAFAH1B3 inh	EBNA-1 inh	PAFAH2 inh	ZTA DNA inh	LYPLA2 counter	GSTO1 counter	PREPL inh	PAD4 inh	LYPLA1 inh
CN(CC(=O)Nc1sccc1C#N)C1CCCCC1	6.9	-2.7	10.4	-2.3	-7.1	12.5	29.0	2.4	-1.8
CCNc1nc(NCC)n2c(SCC(=O)N3CC4(C)CC3CC(C)(C)C4)nnc2n1 (stereo not drawn)	4.6	14.1	-2.8	8.8	-3.8	1.9	15.3	-0.1	1.0
Clc1ccc(-c2csc(N3CCC(c4ccccc4)C3)n2)cc1 (stereo not drawn)	8.9	1.2	-8.2	-1.8	1.4	5.1	9.3	0.8	-1.1
COc1ccc(CCOC2OC(CO)C(OC(=O)/C=C/c3ccc(O)c(OC)c3)C(O[C@H]3O[C@@H](C)[C@H](O)[C@@H](O)[C@H]3O)C2O)cc1O (stereo partly drawn)	8.7	nt	7.0	nt	nt	nt	8.3	-0.5	nt
CN(Cc1cnn(C)c1)C(=O)C1CCCCC1C(=O)O (stereo not drawn)	-0.5	-4.7	-0.7	-7.5	-0.1	-1.7	-10.0	0.7	0.5
N#CC1(NC(=O)COC(=O)Cn2[nH]c(=O)c3ccccc3c2=O)CCCCC1	1.6	-2.3	7.4	-6.9	1.1	-3.3	3.8	-5.0	-3.7
CCn1c(SCC(=O)N2CCCc3ccccc32)nc2ccccc2c1=O	-9.7	-10.8	2.9	-23.4	5.8	-1.1	-2.6	-5.2	-0.7
CC(C)NC(=S)N/N=C/c1c[nH]c2ccccc12	10.7	-3.3	-7.0	13.0	6.0	-10.7	4.2	-0.2	3.8
CCOC(=O)C(C)Sc1nnc(NC(=O)c2cccc([N+](=O)[O-])c2C)s1 (stereo not drawn)	2.9	8.3	-3.1	15.1	-0.3	-22.4	-1.2	-3.5	-4.8
CCCn1cc(S(=O)(=O)CC(=O)Nc2ccc(OCC)cc2)c2ccccc21	-11.8	12.6	-10.2	-1.8	3.1	4.8	-8.2	0.3	1.5
Cc1csc(SCC(=O)NC(=O)NC(C)C)n1	1.5	-10.8	1.0	-15.7	3.6	3.1	16.1	5.7	-1.4
Cn1nnnc1SCC(=O)NC(=O)Cc1ccccc1	4.8	-3.8	13.8	0.1	2.1	-7.0	3.0	1.2	-1.6
CC(=O)N1CCN(c2nc3cc4c(cc3nc2NS(=O)(=O)c2ccccc2)OCCO4)CC1	8.2	-3.5	5.5	6.0	-4.3	0.9	7.3	-7.4	-1.0
COc1ccc(S(=O)(=O)N(Cc2cccs2)C2CCCC2)cc1	-1.8	-7.6	1.0	-19.9	6.6	-1.2	8.8	-8.4	-1.4
FC(F)Oc1ccc(/C=N/n2c(Cc3ccc(Br)cc3)n[nH]c2=S)cc1	4.0	-6.7	10.2	-12.5	2.7	6.6	-4.8	-2.3	-5.2
O=c1cc(/C=C/c2cccs2)[nH]c2ccccc12	13.4	13.8	0.7	24.6	-1.9	-2.2	1.1	2.8	-3.0
C=CCn1c(=S)[nH]c2cc(C(=O)NCCc3ccc(S(N)(=O)=O)cc3)ccc2c1=O	5.3	nt	0.2	6.0	4.2	nt	-4.2	3.6	-3.1
OCCNCCOc1ccc(Cl)c(Cl)c1	-0.4	6.7	-9.0	0.4	1.1	0.2	2.9	2.1	4.8
CNCC(O)C(O)C(O)C(O)CO (stereo not drawn)	1.3	3.7	-1.1	-3.7	4.6	-4.5	-3.1	3.0	2.6
Cn1c(O)c(/C=C2\C=NN=C2c2ccccc2)sc1=S	13.3	-6.0	0.9	0.8	-3.7	-5.0	-0.3	3.5	-4.0
Cc1cc(C)c(OCC(=O)Nc2ccccn2)c([N+](=O)[O-])c1	-1.0	1.2	32.8*	-4.9	2.1	5.1	5.3	-0.2	-2.2
Cc1ccc(N=Nc2c(C)[nH]n(-c3ccccc3)c2=O)c(C)c1	1.2	2.4	8.7	1.0	-2.4	-9.4	12.4	2.9	1.6
CC(C)(C)OC(=O)N1CCN(C(=O)[C@H](Cc2ccc(O)cc2)n2cc(CCO)nn2)CC1	3.7	-6.8	0.2	-10.2	-1.1	10.1	-14.3	-3.1	-0.6
CC1(C(=O)N2CC3(CC(c4cccc(NC(=O)COc5ccc(Cl)cc5)c4)=NO3)C[C@@H]2C(N)=O)CC1 (stereo partly drawn)	-4.1	12.9	-4.4	-8.6	-4.0	-0.5	39.5	2.6	-3.2
COC(=O)C1CN(S(=O)(=O)c2ccccc2)CCN1S(=O)(=O)c1ccccc1 (stereo not drawn)	0.1	3.6	-9.3	4.7	-5.9	-0.4	-1.4	-5.0	0.6
CC1CC(C)CN(C(=O)C2CCN(S(=O)(=O)c3c(Cl)cccc3Cl)CC2)C1 (stereo not drawn)	1.1	0.2	-6.0	-8.8	0.2	-1.4	3.6	0.2	0.5
C=CCSc1[nH]c(=O)cc(C)c1C(N)=O	4.7	10.5	3.1	9.0	-4.5	0.4	5.5	-5.1	-0.1
Cc1cc(N2CCN(C(=O)c3ccco3)CC2)n2ncc(-c3ccccc3)c2n1	0.4	-11.7	1.3	4.4	5.2	-2.9	11.2	2.0	1.7
COc1cccc(CNC(=O)CCC2CCCN(C(=O)c3cccc4c(C)c(C)[nH]c34)C2)c1 (stereo not drawn)	1.1	-2.0	6.1	5.8	3.3	-2.3	4.2	2.4	1.1
C(=N\Nc1nc(-c2ccccn2)nc2ccccc12)/c1ccccc1	nt	-1.6	nt	-9.9	-9.6	-73.4	14.4	-5.3	-4.9
CCn1c(=O)c(=O)[nH]c2cc(C(=O)NC(C)c3ccc(S(N)(=O)=O)cc3)ccc21 (stereo not drawn)	-5.5	6.3	-11.5	7.5	-20.6	-44.9	-9.1	-29.8	-9.0
CCO[C@H]1OC(C(=O)N2CCN(C)CC2)=C[C@@H](c2ccc(Br)cc2)[C@@H]1CCCO	5.3	5.3	2.2	-18.5	9.0	-4.5	8.5	3.6	4.2
Cc1ccc(S(=O)(=O)NC2(C(F)(F)F)NC(=O)N(Cc3ccccc3)C2=O)cc1 (stereo not drawn)	2.8	-13.8	0.3	0.1	2.3	3.5	9.3	-8.7	0.4
O=C1CCc2cc(S(=O)(=O)N3CCCC3C(=O)N3CCN(c4ccccc4)CC3)ccc2N1 (stereo not drawn)	-2.0	-0.9	-4.8	7.2	4.8	-0.1	1.1	-3.3	2.6
Cc1ccc2cc(/C=C(\C#N)C(N)=O)c(N3CCCCC3)nc2c1	-3.4	0.2	-1.5	-6.4	2.5	3.2	2.5	-4.4	2.8
C[C@H](NC(=O)N1CCn2c1nc1ccccc12)C(=O)NCC1CCCO1 (stereo partly drawn)	7.5	-0.4	0.3	-5.7	-6.8	-0.4	3.7	4.4	-2.8
Cc1cc(C)n(-c2ccc(Cl)c(C(=O)NCc3ccccc3)n2)n1	13.2	13.2	-4.2	1.4	0.5	6.5	8.8	-0.4	4.4
COc1cc(C(=O)NC2CCCC(C)C2C)ccc1OCC(=O)N1CCOCC1 (stereo not drawn)	-3.0	nt	4.9	-14.5	8.3	nt	10.5	-1.1	2.1
O=Cc1cc(Cl)ccc1OCCN1CCC(Cc2ccccc2)CC1	8.8	-0.5	3.5	23.5	2.2	-3.5	2.7	1.6	0.7
Cc1cccc(NC(=O)c2ccc(S(=O)(=O)N3CCC(C)CC3)cc2)n1	13.1	2.3	4.5	8.7	1.0	-2.6	-2.6	3.9	-0.5
CC1CCN(S(=O)(=O)c2ccc(NC(=O)CSc3ncccc3C(=O)O)cc2)CC1	3.6	4.7	9.2	4.3	1.1	-12.7	-11.8	0.1	-0.2
FC(F)Oc1ccc(-c2csc(NNC3=NCCCCC3)n2)cc1	2.2	-6.4	0.5	4.9	-1.7	14.7	8.1	19.5*	-0.4
CCCc1ccc(C(=O)NNc2ccccc2F)cc1	-0.3	-5.7	-2.1	-11.3	5.9	1.1	-2.1	3.2	2.2
Cc1cc(C(=O)CSc2nc3ccc(Cl)cc3[nH]2)c(C)n1Cc1ccco1	3.2	8.7	-3.6	-20.1	-1.7	-15.8	-9.8	-2.5	-4.2
O=C(COc1cccc([N+](=O)[O-])c1)NN1C(=O)c2ccccc2C1=O	11.5	-0.7	1.8	8.4	3.6	2.2	10.9	-3.0	-1.1
CCC(=O)c1ccccc1OCCN1C(=O)NC(C)(C)C1=O	8.1	-3.9	-3.2	-12.1	2.4	-0.5	6.9	2.9	-0.1
O=C(CSc1nnc2ccc(-c3cccnc3)nn12)Nc1ccccc1	1.8	-6.0	4.6	-6.6	2.9	-3.8	-4.1	-1.4	-1.2
C/C(Cn1cnc([N+](=O)[O-])n1)=N\NC(=O)c1ccccc1F	0.2	-5.6	-11.7	-23.2	-3.4	3.2	-3.0	-2.5	1.7
CC(C)CC(=O)N(c1nnc(-c2cccnc2)s1)C1CCCC1	4.4	-5.7	-1.0	-12.4	8.2	-2.0	7.9	4.7	0.7
CCCCOc1ccc(C(=O)N/N=C/c2cn[nH]c2-c2ccc(OC)c(OC)c2)cc1	-4.6	-14.0	-5.2	6.9	-30.2	-13.0	6.3	1.6	-19.8
COc1ccc(C)cc1NC(=O)CN1CCN(S(=O)(=O)c2ccc(Cl)cc2)CC1	9.3	4.5	2.3	-0.9	-2.8	6.9	0.9	0.3	0.0
OC[C@H](O)[C@H](O)[C@@H](O)[C@@H](O)[C@@H]1SC(c2ccccc2)=NN1c1ccccc1	nt	-10.8	nt	-8.4	2.3	4.7	-3.0	2.0	-1.1
O=C(CN1C(=O)COc2ccccc21)NCCCN1CCN(c2ccccc2F)CC1	11.6	-6.8	2.1	-13.9	-2.3	-8.4	35.2	4.8	-4.1
O=c1[nH]cccc1-c1nc2ccccc2n1Cc1ccc(F)cc1	13.7	1.4	-1.9	5.8	2.8	-2.9	-1.8	0.5	0.3
CN(C)c1ccc(C(=S)N2CCOCC2)cc1Br	3.5	5.7	0.4	7.5	7.9	7.4	0.7	6.5	-1.1
COc1ccccc1S(=O)(=O)Cc1ccc(C(=O)NC2CCCCC2)o1	-0.6	-1.8	-4.4	-0.6	2.3	-2.5	-2.3	-3.6	-0.7
COc1cc([N+](=O)[O-])cc([N+](=O)[O-])c1NC(=O)N1CCOCC1	13.0	-10.9	6.3	-7.9	9.3	13.1	-1.6	-3.2	0.3
Nc1nnc(SCC(=O)NCCNC(=O)CSc2nnc(N)s2)s1	1.1	-4.0	4.1	-3.6	-2.2	5.0	3.4	2.4	-0.2
C[C@]12CCC(=O)C=C1[C@H](O)C[C@@H]1[C@@H]2[C@@H](O)C[C@@]2(C)[C@H]1CC[C@]2(O)C(=O)CO	-6.1	-12.2	-3.8	-15.2	-8.9	2.5	-6.9	-1.3	-8.3
CCCc1ccc(NC(=O)C2CCN(c3cnccn3)CC2)cc1	0.1	1.3	-1.2	7.0	18.2	-2.8	10.4	-3.7	0.5
CC1CCN(C(=O)COC(=O)c2ccc(=O)n(Cc3ccccc3)n2)CC1	3.8	1.1	-3.4	-16.0	-2.0	-5.6	29.6	2.6	-2.6
CC1CC(C)CN(CCCNC(=O)c2ccc3c(c2)NC(=O)C(N2CCCCC2)S3)C1 (stereo not drawn)	-9.6	4.0	0.7	13.2	-9.8	4.1	-8.6	0.8	1.1
